HIV peptide binding = inhibitors of HIV fusion peptide binding, primary screen, biochemical, uHTS, fluorescence dequenching (AID 1986); cell-free peptide binding, fluorescence dequenching, 30 min; higher % means a stronger effect; one-dose inhibition, % at 20 µM; IC50 in µM for titrated hits; 0.3% of 290,000 active; in the data active means inhibition mostly above about 52%, no sharp cut-off; inactive means mostly below about 76%; further: some results filed as inactive read as strong as hits
KOR beta-arrestin-1 = KOR antagonists, beta-arrestin recruitment, cell-based, luminescence, uHTS (AID 1778); inhibition, % at 10 µM, or IC50 in µM where a hit was titrated; 0.091% of 290,000 active; KOR beta-arrestin recruitment, luminescence, antagonist mode; higher % means a stronger effect; in the data active means inhibition above about 50%; further: strong numbers were not always called active
GPR55 LPI antagonism = GPR55 antagonists blocking LPI-driven arrestin recruitment, primary screen, imaging, U2OS, beta-arrestin-GFP, LPI agonist (AID 2013); U2OS GPR55 beta-arrestin-GFP translocation imaging, LPI antagonism; higher % means a stronger effect; 0.13% of 290,000 active; inhibition, % at 10 µM; hits with a dose series show IC50 in µM;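 active means spots per cell inhibited over 60%, with over 100 cells counted and total cytoplasm intensity under 500,000; inconclusive means wells with under 100 cells, flagged as likely toxic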;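 further: U2OS cells stably carrying GPR55 and arrestin-GFP stimulated by 5 µM LPI near EC80; imaged beta-arrestin-GFP aggregate spots per cell after agonist stimulation; plate controls were LPI-stimulated DMSO wells for no effect and DMSO wells without LPI for full effect; some results filed as inactive read as strong as hits; confirmed hits need IC50 under 10 µM and bright autofluorescent wells are also inconclusive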
KOR beta-arrestin-2 = kappa opioid receptor activators – cell-based, luminescence, uHTS, primary screen (AID 1777); KOR beta-arrestin recruitment, luminescence; higher % means a stronger effect; activation, % at 10 µM; hits with a dose series show EC50 in µM; 0.02% of 280,000 active; in the data active means activation above about 50%, passing the limit was not always enough; further: a part of the inactive calls stands beside numbers as strong as those of hits
SIAH1 antagonists = blockers of Siah-1 interaction with plectin peptide – biochemical, fluorescence polarization, rhodamine-plectin, uHTS, primary screen (AID 1817). Siah-1 / rhodamine-plectin peptide fluorescence polarization; higher % means a stronger effect. one-dose displacement, % at 20 µM; IC50 in µM for titrated hits. 0.02% of 290,000 active;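 active means displacement of at least 50% at 20 µM, with a fluorescence ratio check between 0.3 and a set limit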;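 further: plate controls were Siah plus tracer with DMSO for no effect and tracer alone without Siah for full effect; strong numbers were not always called active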
NOD1 inhibition = NOD1 signaling inhibitors, primary screen, cell-based, luminescence, uHTS (AID 1578). NOD1-driven NF-kB luciferase reporter cells, luminescence; higher % means a stronger effect. 1% of 290,000 active. inhibition, % at 4 µM; hits with a dose series show EC50 in µM; in the data active means inhibition mostly above about 36%, no sharp cut-off; inactive means mostly below about 34%;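 further: HEK-293T reporter cells stimulated with the NOD1 agonist gamma-tri-DAP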
GPR35 arrestin U2OS = GPR35 antagonists blocking zaprinast-driven arrestin recruitment, primary screen, imaging, U2OS, beta-arrestin-GFP, zaprinast agonist (AID 2058). inhibition, % at 10 µM, or IC50 in µM where a hit was titrated. U2OS GPR35 beta-arrestin-GFP translocation imaging, zaprinast antagonism; higher % means a stronger effect. 0.052% of 290,000 active;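 active means inhibition of at least 50% with at least 30 cells and total cytoplasm GFP at most 10,000,000; inconclusive means under 30 cells or total GFP of 10,000,000 plus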
AID2073 = inhibitors of Mint1-CaV2.2 protein interaction, biochemical, HTRF (AID 2073) | one-dose inhibition, % at 20 µM; IC50 in µM for titrated hits | HTRF protein-protein interaction, Mint1-CaV2.2; higher % means a stronger effect | 0.19% of 290,000 active; in the data active means inhibition mostly above about 51%, no sharp cut-off; inconclusive means no clear call, values can overlap the other calls; inactive means mostly below about 53%; further: some results filed as inactive read as strong as hits
GPR55 beta-arrestin = selective activators of receptor GPR55 – imaging, U2OS cells, beta-arrestin-GFP redistribution, primary screen (AID 1961); U2OS GPR55 beta-arrestin-GFP redistribution imaging; higher % means a stronger effect; activation, % at 10 µM; hits with a dose series show EC50 in µM; 0.048% of 290,000 active;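 active means activation above 40% with more than 50 cells counted in the well; inconclusive means wells holding fewer than 50 cells, flagged as toxic or sparse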;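 further: U2OS osteosarcoma cells stably expressing GPR55 and beta-arrestin-GFP; plate controls were DMSO negative control for no effect and LPI positive control for full effect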
* hit, by the source's call; ? = inconclusive; / = not tested or not shown; [ ] = another dose, or the depositor's remark.

Results follow in this order: HIV peptide binding | KOR beta-arrestin-1 | GPR55 LPI antagonism | KOR beta-arrestin-2 | SIAH1 antagonists | NOD1 inhibition | GPR35 arrestin U2OS | AID2073 | GPR55 beta-arrestin
> NS(=O)(=O)c1ccc(CCNC(=O)CNC(=O)c2ccc(Oc3ccccc3)cc2)cc1
    2.7% | -16% | 17% | -0.7% | 0% | 0% | 14% | 6% | 0.2%
> CCOc1ccccc1Nc1nnc(SCC(=O)Nc2cccc(S(=O)(=O)NC3=NCCCCC3)c2)s1
    -1.4% | -44% | -9% | 4.9% | -6% | 33% | 8% | 2% | -0.3%
> COc1ccc(NC(=O)c2n[nH]c(=O)c3ccccc23)cc1S(=O)(=O)N1CCCCC1
    -0.9% | -12% | 2% | -1.6% | 6% | 15% | -6% | 38% | 0.1%
> O=C(NCC12CC3CC(CC(C3)C1)C2)c1nc2ncccn2n1
    -1.5% | 28% | 18% | -1.1% | 1% | -7% | -1% | 2% | 0.0%
> O=C(NCc1ccccc1F)C1CCCN(S(=O)(=O)N2CCOCC2)C1 (configuration not stated)
    -0.7% | 4% | 7% | -6.8% | -2% | -18% | 13% | 15% | -0.1%
> C=CCn1c(C)nnc1SCC(=O)N1CCN(S(=O)(=O)c2ccccc2)CC1
    -1.2% | 42% | -4% | 2.3% | -5% | 14% | 13% | 3% | -0.1%
> COc1ccc(C2/C=C\CN(C(=O)NC(C)C)CC(=O)N2Cc2ccc(F)cc2)cc1 (configuration not stated)
    0.8% | 22% | 5% | 8.4% | 17% | 1% | -1% | 4% | 0.6%
> COc1ccc(S(=O)(=O)N2CCC(C(=O)NC3CC3)CC2)cc1
    -1.9% | -22% | 0% | 0.4% | -1% | -31% | -8% | 5% | 0.3%
> COc1ccccc1NS(=O)(=O)c1cccc(NC(=O)c2[nH]c(C)c(C(C)=O)c2C)c1
    -0.3% | -8% | 11% | -1.1% | 19% | -5% | 3% | 21% | 0.0%
> COc1ccc(CCNCC(O)COc2cccc(C(C)=O)c2)cc1OC (configuration not stated)
    0.7% | 34% | -3% | -3.0% | 1% | 8% | 8% | 9% | 0.0%
> Cc1ccc(NC(=O)NNC(=O)c2ccccc2)cc1
    -1.3% | -15%[20 µM] | -3% | 1.0% | -5% | 0% | 10% | 4% | 0.0%
> O=c1cc(O)c(-c2ccc(Cl)c(Cl)c2)c(Cl)[nH]1
    6.8% | -4% | -9% | -7.0% | 8% | -26% | -15% | 12% | -0.5%
> Nc1c(C(=O)C2CC2)sc2nc(-c3cccs3)cc(C(F)(F)F)c12
    22% | 10% | -1% | 0.4% | 4% | -26% | 16% | 21% | 36%
> CCOc1cc(CNc2cccc3[nH]c(C)nc23)ccc1OC
    0.9% | -12% | 2% | -6.3% | 1% | -11% | -12% | -30% | 0.4%
> COc1ccc(CNC(=O)c2cc(-c3ccncc3)nc3c(C)cc(C)cc23)cc1OC
    3.8% | -13%[20 µM] | -14% | -4.6% | 3% | -10% | -4% | 23% | -0.1%
> CN(CC(=O)N1CCN(c2ccccc2)CC1)S(=O)(=O)c1cnc[nH]1
    -2.6% | -28% | 11% | 0.3% | 5% | 9% | -9% | 2% | -0.1%
> CNC(=O)c1cc(S(=O)(=O)N2CC(C)OC(C)C2)ccc1N1CCCCC1 (configuration not stated)
    0.0% | -13% | -4% | -2.2% | -4% | -20% | -6% | -2% | 0.0%
> COc1ccc(NC(=O)Cc2c(SC)c3ccccc3n2Cc2ccccc2)cc1
    -2.5% | 8% | -10% | -3.8% | -3% | -15% | 6% | -6% | 0.1%
> COC(=O)c1sccc1NC(=S)Nc1cc(C)cc(C)c1
    -2.1% | 4% | 7% | -4.0% | 8% | -17% | 8% | -15% | 1.3%
> O=C(O)[C@H]1CCC(=O)N1Cc1ccco1
    2.8% | 6% | 25% | -3.2% | -2% | -30% | 4% | -1% | 0.8%
> Cc1ccc(NC(=O)CNCc2cccs2)cc1Br
    1.5% | 10% | -5% | 2.2% | 4% | -11% | -11% | 17% | -0.1%
> O=C(Nc1nnc(C2=COCCO2)o1)c1ccc(S(=O)(=O)N2CCCCC2)cc1
    5.1% | -1% | 7% | -5.2% | 17% | -16% | -1% | 19% | -0.3%
> Cc1ccccc1-n1nnnc1SCc1cc(=O)n2ccsc2n1
    -1.8% | 6% | 21% | -1.7% | -3% | 8% | -2% | -2% | 0.0%
> Cn1cc(-c2cccc(Cl)c2)cc(C#N)c1=O
    -0.9% | 1% | 23% | -6.5% | 18% | -18% | -8% | 4% | 0.2%
> CC1(C)CC2CC(C)(CN2C(=S)Nc2ccccc2F)C1 (configuration not stated)
    -1.0% | 2% | -6% | 0.0% | 3% | -20% | 4% | -5% | -0.7%
> Cc1cc(C)n(C(=O)COc2ccccc2[N+](=O)[O-])n1
    -1.5% | -27% | 1% | 7.4% | 4% | 3% | -3% | -13% | -0.2%
> CCCS(=O)(=O)N1CCCC(C(=O)N2CCCCC2)C1 (configuration not stated)
    -0.5% | 33% | 4% | -3.6% | 11% | -3% | 6% | 7% | 0.0%
> Cc1ccc(C(=O)Nc2ccc(N3CCCC3)cc2)c(C)c1
    -3.6% | -13% | 22% | / | -7% | 1% | -3% | -17% | -0.3%
> O=C(Nc1ccccc1)c1cccc(N2C(=O)C3C4C=CC(C5CC45)C3C2=O)c1 (configuration not stated)
    -0.9% | 16% | 2% | -3.0% | 0% | -4% | 15% | 1% | -0.2%
> CN(CC(N)=O)S(=O)(=O)c1ccc(F)cc1
    0.0% | 14% | -8% | -10% | -3% | 3% | 6% | -2% | 0.3%
> COc1cc(NC(=O)COC(=O)c2cnccn2)c(C)cc1[N+](=O)[O-]
    -0.4% | -18% | -3% | -0.3% | 0% | -13% | 3% | 22% | -0.2%
> COc1ccc(S(=O)(=O)N2CCN(C(=O)NCc3ccc(OC)c(OC)c3)CC2)cc1
    -0.1% | 3% | 6% | -1.5% | 6% | -26% | 7% | 2% | -0.1%
> Cc1cccc(COCC(Cc2ccccc2)N2CCN(C(=O)c3cc(Cl)cc(Cl)c3)CCC2=O)c1 (configuration not stated)
    0.1% | 6% | -4% | 2.6% | -6% | -23% | -10% | 1% | -0.2%
> CC(C)C1Cc2c(C#N)c(N)n(C)c(=S)c2CO1 (configuration not stated)
    -3.7% | -22% | 9% | 1.8% | 1% | -36% | 6% | 4% | 0.4%
> CSc1ncccc1C(=O)OCC(=O)NC(C)(C)C
    -1.6% | -4% | 8% | -4.8% | -1% | -22% | 6% | -1% | 0.4%
> CC1CCN(c2ccc(C(=O)Nc3nnc(C4CC4)s3)cc2[N+](=O)[O-])CC1
    1.2% | 14% | 3% | 0.6% | 2% | -31% | -7% | -2% | -0.3%
> O=C(c1cc2c([nH]c1=O)CCCC2)N1CCc2c([nH]c3ccccc23)C1c1ccccc1F (configuration not stated)
    -0.1% | -26% | -3% | 2.1% | 10% | -30% | 19% | 0% | -0.2%
> O=C(CSC1=NC2(CCCCCC2)N=C1c1ccccc1)Nc1ccc2c(c1)OCCO2
    0.0% | 9% | 9% | -1.5% | 8% | 12% | -3% | 3% | 0.8%
> O=[N+]([O-])c1ccccc1-c1ccc(/C=N/n2cnnc2)o1
    0.9% | -19% | 7% | -1.4% | 1% | 8% | -1% | -8% | -0.1%
> COc1cccc(NC(=O)Cn2c(=O)n(CCC(=O)NC3CCN(Cc4ccccc4)CC3)c(=O)c3ccccc32)c1
    -0.9% | -2% | -2% | 2.9% | -1% | 16% | 8% | 8% | -1.9%
> Cc1nc2cc(NC(=O)Nc3cccc([N+](=O)[O-])c3)ccc2n1C
    0.3% | -36%[20 µM] | 7% | 13% | -6% | 31% | 2% | 2% | 0.2%
> Cc1nc2nc(-c3ccccc3)[nH]n2c(=O)c1Cc1ccccc1
    2.4% | 41% | 11% | -1.5% | -4% | -20% | 2% | 9% | 0.1%
> COc1ccc(CCC(=O)N2CCN(S(=O)(=O)c3ccc4ccccc4c3)CC2)cc1
    9.5% | 13% | 16% | -1.1% | 2% | 5% | -8% | -3% | 0.3%
> CC(C)Cc1cc(C(=O)Nc2cccc(O)c2)no1
    -0.5% | 15% | 6% | 7.2% | 0% | -5% | 15% | -6% | -0.1%
> O=C(c1cccc(Cl)c1)N1CCN(Cc2ccc3c(c2)OCO3)CC1
    -0.6% | -35%[20 µM] | -12% | 0.3% | -1% | -3% | -11% | 12% | -0.3%
> COc1ccc2cc3cc(C(=O)N4CCCCC4C)oc3nc2c1 (configuration not stated)
    1.4% | -11% | 10% | -3.6% | 12% | -72% | 7% | 11% | -0.2%
> O=C(c1cc(Cl)c(=O)n(Cc2ccccc2)c1)N1CCOCC1
    1.4% | -21% | 14% | -0.2% | 2% | 6% | -12% | 5% | 0.0%
> Cc1nc(C(=O)NC2CCOCC2)sc1C1(C)CC(c2cccc([N+](=O)[O-])c2)=NO1 (configuration not stated)
    -1.5% | 24% | 12% | -1.7% | 14% | -2% | -9% | 4% | -0.1%
> CCOc1ccc(N=Cc2c(O)cc(C)oc2=O)cc1
    1.5% | 2% | 8% | -0.2% | 2% | 2% | -8% | 6% | -0.1%
> O=C(NC(Cc1c[nH]c2ccccc12)C(=O)O)/C(=C/c1ccc2c(c1)OCO2)NC(=O)c1ccccc1 (configuration not stated)
    7.3% | 6% | 9% | -21% | 1% | -40% | -12% | 13% | -0.3%

(listing goes on)
Results follow in this order: HIV peptide binding | KOR beta-arrestin-1 | GPR55 LPI antagonism | KOR beta-arrestin-2 | SIAH1 antagonists | NOD1 inhibition | GPR35 arrestin U2OS | AID2073 | GPR55 beta-arrestin
> CC1=Nc2cccc3cccc(c23)N1C
    22% | 4% | 3% | 7.9% | 66% | 36% | 8% | 34% | -0.3%
> C(#Cc1ccccc1)C[N+]1(CC#Cc2cccc3ccccc23)CCCC1
    -2.4% | 3% | 12% | 4.2% | -1% | -20% | 8% | -6% | -0.3%
> CCO[C@H]1OC(C(=O)N2CCCCCCC2)=C[C@@H](C2CCCCC2)[C@@H]1CCCO
    -0.1% | 6% | -1% | -2.9% | -4% | -19% | -3% | 16% | 0.6%
> CC(C)OC(=O)n1c(=S)oc2ccccc21
    -0.5% | -36% | 4% | 6.6% | -5% | 13% | 1% | -20% | -0.1%
> CC(NC(=O)CSc1nc2sc3c(c2c(=O)n1-c1ccccc1)CCCC3)c1ccccc1 (configuration not stated)
    1.7% | -52% | 10% | 0.0% | 3% | -32% | -3% | 8% | 0.1%
> CCOc1ccc(NC(=O)Cn2nnc3c(cnn3-c3ccc(F)cc3)c2=O)cc1
    -0.4% | -1% | 10% | -1.2% | -2% | -24% | 7% | 25% | -0.2%
> Nc1cc(=O)[nH]c(SCc2nnnn2-c2ccc(Cl)cc2)n1
    0.7% | -10% | 5% | -0.8% | -3% | 42% | ? | 5% | -0.1%

Compound activity from PubChem BioAssay.

Some of the compounds tested; rates above refer to the full screens.
